Vif-APOBEC3F blk = qHTS for Inhibitors of Vif-A3F Interactions: qHTS; HeLa A3F-eYFP + Vif (tagged APOBEC3F with the HIV-1 protein that degrades it), YFP fluorescence increase; Potency, µM (doses to about 46.1 µM), for inactives: top-dose activity, negative = active; 390,000 compounds, 0.2% hits; note: potency is the fitted concentration of half-maximal effect; % of control where 0% means no effect; nearly all actives have a fitted effect of over 65% in size
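HeLa cells stably expressing Vif plus C-terminally eYFP-tagged A3F were seeded, incubated overnight at 37 deg C, dosed with compound, incubated overnight again at 37 deg C. Yellow fluorescence (Ex 488/Em 500-530) reported blocked Vif-mediated A3F-eYFP degradation.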
Glioma ERSR ind = qHTS for Inducers of the Endoplasmic Reticulum Stress Response (ERSR) in Human Glioma: qHTS. Potency, µM, for inactives: at the top dose activation, most hits filed as activators. 420,000 compounds, 0.02% hits. AID 602332, 2012. U87-MG GRP78 promoter luciferase reporter, 16 h; note: potency is the fitted concentration of half-maximal effect; series mostly up to about 76 µM; % of control where 0% means no effect; nearly all actives have a fitted effect of over 35% in size
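ERSR induction read as luciferase luminescence (Bright-Glo, 10 min at room temperature) in stably transfected human U87-MG glioma cells exposed to compounds for 16 h, using GRP78 as sensor.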
LDHA block = qHTS assay for inhibitors of human lactate dehydrogenase | L-lactate dehydrogenase A chain (Homo sapiens), P00338 | purified LDHA, NADH/diaphorase-resazurin fluorescence; active compounds read low | activity change, % (values are at about 110 or 230 µM) | 480,000 compounds, 0.15% hits | AID 1347041, 2019; in the data active = activity change below about -30%;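 note: plate controls were DMSO wells for no effect and wells without enzyme for full effect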
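LDH5 2 nM; NADH 0.06 mM, pyruvate 0.2 mM; 200 mM Tris pH 7.4, EDTA, Tween-20; 5 min RT. Detection: diaphorase 0.133 mg/mL + resazurin 37 µM, fluorescence ex540/em590 at 0 and 20 min; normalized to enzyme-free and DMSO wells.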
mIDH1 inhibitor = qHTS for Inhibitors of mutant isocitrate dehydrogenase 1 (IDH1): qHTS; Potency, µM (top dose mostly 76.6 µM), for inactives: at the top dose activity change, negative = inhibition, usual class: inhibitors; 390,000 compounds, 0.093% hits; IDH1-R132H enzyme, NADPH consumption, diaphorase/resazurin fluorescence; AID 602179, 2012; note: potency is the fitted concentration of half-maximal effect; % is set by controls: 0 for no effect and ±100 for the full control effect; nearly all actives have a fitted effect of over 65% in size
Target sequence (O75874 whole entry R132H, stated change not applied): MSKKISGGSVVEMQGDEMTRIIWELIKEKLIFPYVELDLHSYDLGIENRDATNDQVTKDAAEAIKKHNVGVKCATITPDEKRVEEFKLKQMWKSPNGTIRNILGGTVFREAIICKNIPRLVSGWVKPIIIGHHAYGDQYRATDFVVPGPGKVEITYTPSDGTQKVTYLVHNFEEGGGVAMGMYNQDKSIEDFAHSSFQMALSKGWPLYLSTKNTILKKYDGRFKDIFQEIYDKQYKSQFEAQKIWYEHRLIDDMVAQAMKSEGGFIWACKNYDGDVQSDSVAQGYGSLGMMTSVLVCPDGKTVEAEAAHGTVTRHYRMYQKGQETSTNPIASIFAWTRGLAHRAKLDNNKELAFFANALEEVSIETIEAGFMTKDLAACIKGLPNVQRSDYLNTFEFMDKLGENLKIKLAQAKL
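IDH1-R132H (0.5 ug/mL dispensed) in pH 7.5 Tris buffer was preincubated 30 min with compound, then given a substrate mix of 0.016 mM NADPH and 2 mM alpha-KG for 80 min at room temperature; remaining NADPH was read by diaphorase/resazurin fluorescence.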
PI4K2A block = qHTS for small molecular inhibitors of PI4K2A; activity change, negative = inhibition, % at 76.9 µM; purified PI4K2A, ADP-Glo luminescence, 1 h; active compounds read low; 420,000 compounds, 0.13% hits; AID 1346378, 2018; Phosphatidylinositol 4-kinase type 2-alpha (Homo sapiens), Q9BTU6; in the data active = activity change below about -50%;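 note: -100% = wells without enzyme as full effect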
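In this quantitative HTS, ADP production by PI4K2A was quantified luminescently after 1 h at ambient temperature; 100 microM adenosine served as plate-quality control.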
TrxR1 substrate = qHTS Assay for Substrates of Mammalian Selenoprotein Thioredoxin Reductase 1 (TrxR1): qHTS; 390,000 compounds, 0.01% hits; Thioredoxin reductase 1, cytoplasmic (Rattus norvegicus), O89049; purified TrxR1 substrate turnover, NADPH consumption readout; Potency, µM (doses to about 114 µM), without a hit: at the top dose activity change, negative = substrate turnover; note: potency is the fitted concentration of half-maximal effect; % is set by controls: 0 for no effect and ±100 for the full control effect; nearly all actives have a fitted effect of over 50% in size
Target sequence (O89049 whole entry, looked up): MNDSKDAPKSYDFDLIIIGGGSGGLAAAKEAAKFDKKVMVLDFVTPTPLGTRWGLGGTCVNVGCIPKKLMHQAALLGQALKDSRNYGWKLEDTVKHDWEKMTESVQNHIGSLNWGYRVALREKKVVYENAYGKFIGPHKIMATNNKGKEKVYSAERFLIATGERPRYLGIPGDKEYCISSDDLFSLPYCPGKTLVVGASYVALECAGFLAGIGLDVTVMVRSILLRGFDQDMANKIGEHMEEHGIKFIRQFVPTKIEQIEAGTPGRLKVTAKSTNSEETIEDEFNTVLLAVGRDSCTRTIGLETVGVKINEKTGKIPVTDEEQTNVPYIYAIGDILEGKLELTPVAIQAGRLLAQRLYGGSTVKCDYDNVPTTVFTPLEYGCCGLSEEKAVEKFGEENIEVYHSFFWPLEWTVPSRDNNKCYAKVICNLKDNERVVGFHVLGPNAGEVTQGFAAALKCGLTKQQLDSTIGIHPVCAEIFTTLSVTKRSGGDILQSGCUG
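Rat TrxR1, dispensed at 90 nM, was prereduced with 400 uM NADPH (final) for 5 min at ~22 deg C, then incubated with compound 15 min before 400 uM selenite. A first-read NADPH fluorescence drop versus no-compound background flagged substrates.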
Vif-A3G inh = qHTS for Inhibitors of Vif-A3G Interactions: qHTS. HeLa A3G-eYFP + Vif (tagged APOBEC3G with the HIV-1 protein that degrades it), YFP fluorescence, overnight. Potency, µM (doses to about 46.1 µM), for inactives: at the top dose activity, negative = active, usual class: inhibitors. 410,000 compounds, 0.076% hits. AID 602310, 2012;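 note: potency is the fitted concentration of half-maximal effect; % is set by controls: 0 for no effect and ±100 for the full control effect; nearly all actives have a fitted effect of over 60% in size; hits raise eYFP signal because A3G escapes Vif-driven loss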
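HeLa cells stably expressing Vif and C-terminally eYFP-tagged A3G, seeded overnight at 37 deg C, then exposed to compound by pintool overnight at 37 deg C. Rise in yellow fluorescence (Ex 488/Em 500-530, Acumen) marks blocked Vif-driven A3G degradation.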
RXFP1 ag = qHTS Assay for Agonists of the Relaxin Receptor RXFP1; Relaxin receptor 1 (Homo sapiens), Q9HBX9; 370,000 compounds, 0.3% hits; Potency, µM (highest dose often 57.5 µM), without a hit: top-dose activation, hits mostly activators; AID 2676, 2010; HEK293T-RXFP1 cAMP TR-FRET, 30 min; response scale: percent of porcine relaxin response, buffer zero; note: potency is the fitted concentration of half-maximal effect; % is set by controls: 0 for no effect and ±100 for the full control effect; nearly all actives have a fitted effect of over 60% in size; many of its hits are not listed in these tables
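HEK293T cells stably expressing RXFP1 were pretreated with the PDE4 inhibitor Ro 20174, exposed to compounds for 30 min at 37C, lysed, and cAMP was read by TR-FRET. Data normalized to buffer (basal) and 29 nM porcine relaxin (100%).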
USP1 inh = Inhibitors of USP1/UAF1: Primary Screen | Ubiquitin carboxyl-terminal hydrolase 1 (Homo sapiens), O94782 | recombinant USP1/UAF1, Ub-Rhodamine cleavage fluorescence | Potency, µM (doses to about 57.1 µM), for the others: at the highest dose activity change, negative = inhibition, actives largely listed as inhibitors | 390,000 compounds, 0.23% hits | AID 743255, 2014; note: potency is the fitted concentration of half-maximal effect; % is set by controls: 0 for no effect and ±100 for the full control effect; nearly all actives have a fitted effect of over 60% in size; inactives centre near -12
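USP1/UAF1 complex at 1 nM was preincubated with compound for 15 min at room temperature, then Ub-Rho substrate (150nM final) was added. Fluorescence (480/540 nm) was read kinetically, 6 reads every 60 seconds.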
Starred values were filed as active, the others as inactive; & = joins results of further samples; [ ] = another dose, or the depositor's remark. Unless noted, calls come from the whole dose curve; as a rule, active = well fitted curve in the direction sought with a large enough effect; inconclusive = small, poorly fitted or top-dose-only effect, or another doubt; inactive = no such curve, though single readings can be large; an effect the other way counts as inactive or inconclusive.

COCCNC(=O)C(c1ccccc1)N(Cc1cccs1)C(=O)Cn1nnc2ccccc21 (stereo not drawn) was read as Vif-APOBEC3F blk 4%, Glioma ERSR ind -4%, LDHA block -2, mIDH1 inhibitor 11%, PI4K2A block -3, TrxR1 substrate -4%, Vif-A3G inh 0%, RXFP1 ag -0.6% and USP1 inh 4%.
Screening O=C(N/N=C/c1ccc(OC(=O)c2cccs2)cc1)c1ccc(F)cc1 returned Vif-APOBEC3F blk 0%, Glioma ERSR ind -4%, LDHA block -11, mIDH1 inhibitor 12%, PI4K2A block 8, TrxR1 substrate -8%, Vif-A3G inh 0%, RXFP1 ag -0.2% and USP1 inh -7%.
Screening COc1ccc(NC(=O)/C(C#N)=C/c2ccc(-c3ccc(Cl)c(C(=O)O)c3)o2)cc1 returned Vif-APOBEC3F blk -4%, Glioma ERSR ind -1%, LDHA block -15, mIDH1 inhibitor -4%, PI4K2A block 6, TrxR1 substrate -11%, Vif-A3G inh 1%, RXFP1 ag -3.5% and USP1 inh -11%.
`COCCNc1nc(NCc2ccccc2)c2cnn(C)c2n1` gave Vif-APOBEC3F blk 1%, Glioma ERSR ind -4%, LDHA block -1, mIDH1 inhibitor 0%, PI4K2A block 0, TrxR1 substrate -3%, Vif-A3G inh -9%, RXFP1 ag -4.7% and USP1 inh -9%.
For Cc1ccc(C)c(N2CCN(C(=O)Cn3c(C)c4cnn(-c5ccccc5)c(=O)c4c3C)CC2)c1 the results were Vif-APOBEC3F blk 4%, Glioma ERSR ind -5%, LDHA block -8, mIDH1 inhibitor 5%, PI4K2A block -6, TrxR1 substrate -3%, Vif-A3G inh -1%, RXFP1 ag -0.9% and USP1 inh -9%.
`COc1ccccc1N1CCN(C(=O)CCn2cnc3onc(-c4ccc(F)cc4)c3c2=O)CC1` gave Vif-APOBEC3F blk -4%, Glioma ERSR ind -1%, LDHA block -8, mIDH1 inhibitor 14%, PI4K2A block 2, TrxR1 substrate -8%, Vif-A3G inh -3%, RXFP1 ag -1.9% and USP1 inh -14%.
`COCCCNc1nc2c(-c3cccc(C(F)(F)F)c3)nnn2c2ccccc12` gave Vif-APOBEC3F blk -12%, Glioma ERSR ind -1%, LDHA block 3, mIDH1 inhibitor 11%, PI4K2A block -4, TrxR1 substrate 47%[activator][57.1 µM], Vif-A3G inh 2%, RXFP1 ag 14% and USP1 inh -25%.
Cc1cccn2c(=O)cc(COC(=O)C(C)Oc3ccccc3)nc12 (stereo not drawn) was read as Vif-APOBEC3F blk 3%, Glioma ERSR ind -5%, LDHA block 1, mIDH1 inhibitor 5%, PI4K2A block -5, TrxR1 substrate -5%, Vif-A3G inh -5% and USP1 inh -11%.
For CC(C)C1(CCNC(=O)c2cccs2)CCOC(C)(C)C1 (stereo not drawn) the results were Vif-APOBEC3F blk 2%, Glioma ERSR ind -1%, LDHA block -3, mIDH1 inhibitor 2%, PI4K2A block 0, TrxR1 substrate -3%, Vif-A3G inh 5%, RXFP1 ag -0.9% and USP1 inh -12%.
`CC(C(=O)N1CCCCC1)N1CCN(S(=O)(=O)c2ccc(Cl)cc2)CC1` (stereo not drawn) gave Vif-APOBEC3F blk -3%, Glioma ERSR ind -6%, LDHA block -23, mIDH1 inhibitor 15%, PI4K2A block -5, TrxR1 substrate 4%, Vif-A3G inh -1%, RXFP1 ag -0.2% and USP1 inh -17%.
COc1ccc(N(CC(=O)Nc2nc3ccc(C)cc3s2)S(=O)(=O)c2c(C)nn(C)c2C)cc1 was read as Vif-APOBEC3F blk 3%, Glioma ERSR ind 0%, LDHA block 2, mIDH1 inhibitor -5%, PI4K2A block -2, TrxR1 substrate 4%[57.1 µM], Vif-A3G inh -15%, RXFP1 ag 1.8% and USP1 inh -17%.
O=C(Cc1cccc(NC(=O)C2CCCN(C(=O)C3CCC3)C2)c1)Nc1cccc(C(=O)N2CCCC2)c1 (stereo not drawn) was read as Vif-APOBEC3F blk -1%, Glioma ERSR ind -5%, LDHA block 0, mIDH1 inhibitor -7%, PI4K2A block 6, TrxR1 substrate 1%, Vif-A3G inh -6%, RXFP1 ag 1.2% and USP1 inh -17%.
COc1ccc(N2C(=O)CSC2c2cccc(F)c2)cc1 (stereo not drawn) was read as Vif-APOBEC3F blk -25%, Glioma ERSR ind -10%, LDHA block -2, mIDH1 inhibitor -5%, PI4K2A block -3, TrxR1 substrate 8%, Vif-A3G inh -13%, RXFP1 ag 0.5% and USP1 inh -23%.
For COc1ccc(Cn2c(C)nc3c(c(=O)c4ccccc4n3C)c2=O)cc1 the results were Vif-APOBEC3F blk 11%, Glioma ERSR ind -4%, LDHA block 1, mIDH1 inhibitor 5%, PI4K2A block 2, TrxR1 substrate -8%, Vif-A3G inh 1%, RXFP1 ag 5.5% and USP1 inh -26%.
`COc1ccc(Nc2nnc(-c3ccc(C(N)=O)cc3)c3ccccc23)cc1` gave Vif-APOBEC3F blk 10%, Glioma ERSR ind -7%, LDHA block -5, mIDH1 inhibitor 1%, PI4K2A block -3, TrxR1 substrate -6%, Vif-A3G inh -7%, RXFP1 ag 2.0% and USP1 inh -16%.
Screening CCN(CC)CCCNC1CCS(=O)(=O)C1 (stereo not drawn) returned Vif-APOBEC3F blk -6%, Glioma ERSR ind -3%, LDHA block 0, mIDH1 inhibitor 3%, PI4K2A block 3, TrxR1 substrate 3%, Vif-A3G inh -2%, RXFP1 ag -0.1% and USP1 inh -20%.
For COC(=O)c1ccn(Cc2ccccc2Cl)n1 the results were Vif-APOBEC3F blk 0%, Glioma ERSR ind 2%, LDHA block -3&0, mIDH1 inhibitor 5%, PI4K2A block -19, TrxR1 substrate 4%, Vif-A3G inh 1%, RXFP1 ag -0.1% and USP1 inh -6%.
`COc1ccc(OC)c(-c2csc(NC(=O)Cc3cc(OC)c(OC)c(OC)c3)n2)c1` gave Vif-APOBEC3F blk 14%, Glioma ERSR ind -1%, LDHA block -2, mIDH1 inhibitor 2%, PI4K2A block 2, TrxR1 substrate 3%, Vif-A3G inh 2%, RXFP1 ag 0.7% and USP1 inh -25%.
Cc1ccccc1NC(=O)CSCn1nnc2c(=O)[nH]c(Cc3ccc(F)cc3)nc21 was read as Vif-APOBEC3F blk -2%, Glioma ERSR ind -3%, LDHA block 6&-14, mIDH1 inhibitor -6%, PI4K2A block 0, TrxR1 substrate 10%, Vif-A3G inh -3%, RXFP1 ag -0.1% and USP1 inh -14%.
`COCCNC(=O)CSc1ccc(C)cc1` gave Glioma ERSR ind -1%, LDHA block -7, mIDH1 inhibitor 4%, PI4K2A block 0, TrxR1 substrate 4%, Vif-A3G inh -5%, RXFP1 ag 2.2% and USP1 inh -20%.
`CC(=NO)c1cc(Br)c2cccc3c2c1CC3` gave Vif-APOBEC3F blk 1%, Glioma ERSR ind -4%, LDHA block -6, mIDH1 inhibitor -4%, PI4K2A block 1, Vif-A3G inh 0% and USP1 inh -30%.
`CCOc1ccc2ccc(OCC)c(/C=N/n3cnnc3)c2c1` gave Vif-APOBEC3F blk -1%, Glioma ERSR ind -2%, LDHA block -4, mIDH1 inhibitor 16%, PI4K2A block -20, TrxR1 substrate -12%, Vif-A3G inh -4%, RXFP1 ag 1.1% and USP1 inh -13%.
`Cn1c(=O)c2c(n(Cc3ccccc3)c1=O)NC(=O)C2CC(=O)O` (stereo not drawn) gave Vif-APOBEC3F blk -12%, Glioma ERSR ind -6%, LDHA block -7, mIDH1 inhibitor 4%, PI4K2A block 2, TrxR1 substrate -9%, Vif-A3G inh -1%, RXFP1 ag 1.2% and USP1 inh -13%.
For CN1CCc2c(C#N)c(N3CCOCC3)nc(NCC3CCCO3)c2C1 (stereo not drawn) the results were Vif-APOBEC3F blk 0%, Glioma ERSR ind 0%, LDHA block -1, mIDH1 inhibitor 0%, PI4K2A block 5, TrxR1 substrate 4%, Vif-A3G inh 2%, RXFP1 ag -0.3% and USP1 inh -15%.

Quoted at random: 2 entries already listed.
Cc1ccccc1NC(=O)CSCn1nnc2c(=O)[nH]c(Cc3ccc(F)cc3)nc21 was read as Vif-APOBEC3F blk -2%, Glioma ERSR ind -3%, LDHA block 6&-14, mIDH1 inhibitor -6%, PI4K2A block 0, TrxR1 substrate 10%, Vif-A3G inh -3%, RXFP1 ag -0.1% and USP1 inh -14%.
COc1ccc(N2C(=O)CSC2c2cccc(F)c2)cc1 (stereo not drawn) was read as Vif-APOBEC3F blk -25%, Glioma ERSR ind -10%, LDHA block -2, mIDH1 inhibitor -5%, PI4K2A block -3, TrxR1 substrate 8%, Vif-A3G inh -13%, RXFP1 ag 0.5% and USP1 inh -23%.

Not all compounds are listed; rates above refer to the full screens.
